proCasp7 act = counter-screen for procaspase-3 activators: activators of human procaspase-7; P55210; recombinant procaspase-7, Ac-DEVD-pNA absorbance 405 nm; D23A/D198A/D206A triple mutant, cannot self-cleave; scale: DMSO 0, 5 µM enzyme 100; activation, % at 8.5 µM; 330,000 compounds, 0.093% hits;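 active = percent activation above the screen-wide mean plus 3 SD, cut at about 25% in these data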
Target sequence (P55210 whole entry D23A/D198A/D206A): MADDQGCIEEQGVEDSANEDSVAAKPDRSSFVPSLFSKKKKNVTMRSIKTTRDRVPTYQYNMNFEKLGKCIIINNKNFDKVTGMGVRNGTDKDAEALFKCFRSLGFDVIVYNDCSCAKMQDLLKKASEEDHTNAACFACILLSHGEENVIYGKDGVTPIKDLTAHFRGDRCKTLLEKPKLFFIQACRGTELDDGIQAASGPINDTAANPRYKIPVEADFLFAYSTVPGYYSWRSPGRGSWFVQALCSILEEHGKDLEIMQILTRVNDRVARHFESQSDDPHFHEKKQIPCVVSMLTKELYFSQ
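Assay system: Uncleavable procaspase-7 mutant enzyme; Input: 2 µM procaspase-7 mutant as dispensed; Also added: DEVD-pNA substrate; Medium: Zinc-free HEPES pH 7.4 with 300 mM NaCl, 0.01% Triton X-100; Timing: 1 h compound preincubation, 2 h substrate cleavage, 25 °C; Measured by: Epi-absorbance of released pNA at 405 nm, two timepoints.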
AGP1 TOR yeast = yeast TOR pathway AGP1-GFP modulation; S. cerevisiae AGP1-GFP multiplex flow cytometry, 3 h; GFP as percent of DMSO wells; GFP response vs DMSO, % at 10 µM; 320,000 compounds, 0.02% hits; AID 2066;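 active = GFP response relative to DMSO above a set limit, near screen average plus 3 SD, cut at about 150% in these data; inconclusive = fewer than 70 cells counted for the yeast strain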;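 note: median GFP channel fluorescence of the gated AGP1 strain per well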
MEP2 TOR yeast = yeast TOR pathway MEP2-GFP modulation | S. cerevisiae MEP2-GFP strain, flow cytometry GFP, 3 h; 100% = DMSO control level | GFP response vs DMSO, % at 10 µM | 330,000 compounds, 0.51% hits;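 active = GFP response versus DMSO above a set limit, roughly screen mean plus 3 SD, cut at about 180% in these data; inconclusive = fewer than 70 cells counted for a yeast strain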;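 note: median GFP fluorescence of the barcode-gated MEP2-GFP cells per well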
LAP4 TOR yeast = modulators of TOR pathway LAP4-GFP in S. cerevisiae; S. cerevisiae LAP4-GFP multiplex, flow cytometry GFP, 3 h; median GFP as percent of DMSO wells; GFP response vs DMSO, % at 10 µM; 320,000 compounds, 0.34% hits;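 active = GFP response vs DMSO above a set limit, about the screen mean plus 3 SD, cut at about 150% in these data; inconclusive = under 70 cell events counted for the yeast strain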
AHR act = activates the human aryl hydrocarbon receptor; AHR-responsive luciferase reporter cells, luminescence; 320,000 compounds, 2.5% hits; activation, % at 5 µM; P35869; in the data active = activation above about 47%;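 note: 0% = vehicle wells and 100% = reference agonist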
CIT2-GFP yeast = modulators of TOR pathway CIT2-GFP in S. cerevisiae; S. cerevisiae CIT2-GFP strain, flow cytometry, 3 h; 100 means same as DMSO wells; GFP response vs DMSO, % at 10 µM; 320,000 compounds, 0.065% hits; AID 2029;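 active = GFP response relative to DMSO above a set limit, near the screen mean plus 3 SD, cut at about 150% in these data; inconclusive = Fewer than 70 cells measured for a yeast strain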;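 note: ratio of well median GFP fluorescence to mean of DMSO wells on the plate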
proCasp3 act = activates human procaspase-3; recombinant procaspase-3 D3A, Ac-DEVD-pNA absorbance 405 nm; P42574; 330,000 compounds, 0.11% hits; activation, % at 8.5 µM;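 active = activation above the mean of all tested compounds plus 3 SD, cut at about 21% in these data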;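 note: 0% = DMSO alone and 100% = DMSO wells spiked with extra 5 µM PC-3 D3A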
Target sequence (P42574 whole entry D9A/D28A/D175A): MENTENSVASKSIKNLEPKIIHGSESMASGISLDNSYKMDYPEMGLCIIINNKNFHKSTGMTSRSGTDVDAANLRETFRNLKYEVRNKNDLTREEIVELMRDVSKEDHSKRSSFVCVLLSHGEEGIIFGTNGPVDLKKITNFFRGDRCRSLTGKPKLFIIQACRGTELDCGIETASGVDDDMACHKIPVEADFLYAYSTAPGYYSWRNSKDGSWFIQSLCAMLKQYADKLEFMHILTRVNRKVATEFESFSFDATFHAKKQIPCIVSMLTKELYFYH
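Test system: Procaspase-3 D3A mutant; medium: Zinc-free HEPES/NaCl buffer with 0.01% Triton X-100 at pH 7.4; reagent: DEVD-pNA substrate; doses: one concentration, 8.5 µM nominal, 0.8% DMSO; times: 1 h preincubation plus 2 h reaction at 25 °C; signal: Epi-absorbance at 405 nm of released p-nitroaniline, 0 and 120 min; replicates: singlicate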
RPL19A TOR yeast = alters RPL19A-GFP fluorescence in TOR pathway yeast screen. 330,000 compounds, 0.3% hits. percent response vs DMSO, % at 10 µM. S. cerevisiae RPL19A-GFP strain, flow cytometry, 3 h; stronger effect = lower value;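 active = percent response vs DMSO below 50%; inconclusive = fewer than 70 events counted for the yeast strain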;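 note: median channel GFP fluorescence of the barcoded RPL19A-GFP strain; ratio of sample median GFP to plate DMSO average so 100% = DMSO; lower means less RPL19A-GFP as with rapamycin TOR inhibition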
Active calls of the source: *; ? = inconclusive; nt = no result given; [ ] = remark or other dose.

Results follow in this order: proCasp3 act	CIT2-GFP yeast	AGP1 TOR yeast	proCasp7 act	RPL19A TOR yeast	LAP4 TOR yeast	AHR act	MEP2 TOR yeast
> O=[N+]([O-])c1cc([N+](=O)[O-])c(Oc2ccc(F)cc2F)cc1NN1CCCCC1
    1	97	104	1	97	100	-1	98
> O=C(NCCc1csc(-c2ccc(C(F)(F)F)cc2)n1)c1cccs1
    3	97	95	11	102	106	19	98
> CCn1c(COc2cccc(C)c2)nnc1SCC(=O)Nc1cccc(C(=O)OC)c1
    -4	83	84	10	85	86	3	88
> COc1ccc(CCNc2nc(C)c(C(C)=O)s2)cc1OC
    -3	97	102	-6	99	109	9	106
> O=[N+]([O-])c1ccc(Cl)c(/C=N/N2CCN(Cc3ccccc3)CC2)c1
    13	97	95	-3	98	102	20	102
> CC1(CC(=O)N/N=C/c2ccc(-c3ccc(C(=O)O)cc3)o2)OCCO1
    -3	98	99	1	98	93	2	94
> COc1ccc(/C=C2\SC(=O)N(CCNC(=O)C3CSC4(C)CCC(=O)N34)C2=O)cc1 (stereo unspecified)
    14	103	101	-1	102	108	-1	101
> CC(C(=O)Nc1ccccc1-c1ccccc1)N1CCCCC1 (stereo unspecified)
    3	114	110	-6	106	106	0	114
> COC(=O)c1ccc(-c2cc(C(=O)O)c3cc4c(cc3n2)OCCO4)cc1
    -5	96	100	6	102	98	1	97
> COc1cc(OC)c(C(=O)Nc2cccc3ccccc23)cc1OC
    3	92	88	-5	102	93	-2	106
> COc1cccc(C2C(C(N)=O)=C(C)Nc3nc(CCCO)nn32)c1 (stereo unspecified)
    2	98	93	-6	105	90	0	109
> COc1cccc(C(=O)N(C)C(C)c2nc3ccccc3s2)c1 (stereo unspecified)
    1	102	99	-9	101	121	4	101
> CSCC(C)N1CCC(n2nccc2NC(=O)c2ccc3c(c2)OCO3)CC1 (stereo unspecified)
    4	104	98	7	100	91	0	103
> COc1ccccc1NC(=O)c1nnn(CC(=O)Nc2cc(C)cc(C)c2)c1N
    -1	95	96	6	97	89	15	87
> COC(=O)c1ccc(C2c3[nH]c4ccccc4c3C[C@H]3C(=O)N(C4CCN(Cc5ccccc5)CC4)CC(=O)N23)cc1 (stereo partly specified)
    6	108	105	7	100	103	3	103
> CCC(C)(C)NC(=O)C1CCCN1C(=O)NC1CCCCC1 (stereo unspecified)
    -1	104	100	1	105	96	-2	96
> CC(=O)Nc1ccc2ccc3cccc4ccc1c2c34
    2	107	94	9	99	100	5	103
> COc1ccc(N2C(=O)CC(C3CCCO3)C2=O)cc1 (stereo unspecified)
    0	103	104	-8	100	95	0	100
> O=S(=O)(c1cccs1)N1CCN(c2ccccc2Cl)CC1
    2	84	98	-3	95	110	6	91
> CCN(Cc1ccncc1)C(=O)c1cc(Br)cc(Br)c1O
    7	103	105	0	107	113	2	103

Following part
Results follow in this order: proCasp3 act	CIT2-GFP yeast	AGP1 TOR yeast	proCasp7 act	RPL19A TOR yeast	LAP4 TOR yeast	AHR act	MEP2 TOR yeast
> Nn1c(SCC(=O)NC2CCCCCC2)nnc1C(F)(F)F
    6	89	94	-2	96	94	0	91
> O=C(N/N=C/c1cn(-c2cccs2)nc1-c1ccccc1)c1ccccc1Br
    3	85	92	0	97	98	3	94
> O=C(Nc1cc(Cl)ccc1-n1cncn1)c1cccc(S(=O)(=O)N2CCOCC2)c1
    6	100	97	3	98	93	37	101
> CC(=O)Nc1ccc(NC(=O)COC(=O)CCc2nc3ccccc3s2)cc1
    -8	104	101	-9	115	114	4	107
> COc1ccc(OC)c2c1sc(=NC(=O)C(C)C)n2C
    9	93	93	11	97	104	14	100
> COc1ccccc1NC(=O)/C(=N/OCc1ccc(C#N)cc1)C(C)=O
    -1	103	96	1	114	101	27	112
> COc1ccccc1NC(=S)NC(NC(C)=O)C(Cl)(Cl)Cl (stereo unspecified)
    -6	102	95	-7	108	96	1	102
> Cc1nnc(SCC(=O)NCC2CCCCC2)n(N)c1=O
    1	117	115	-3	106	107	0	109
> Cc1cccc(-c2nnc(NC(=O)c3ccco3)s2)c1
    1	101	81	-8	104	92	164*	87
> O=C(CCN1C(=O)c2ccccc2C1=O)N1CCN(c2ccccn2)CC1
    3	93	94	-3	98	101	2	96
> COc1ccc(NC(=O)CCN2C(=O)c3ccccc3C2=O)c(OC)c1
    10	99	97	8	97	94	-7	97
> CC(=O)Nc1cccc(N(C)S(C)(=O)=O)c1
    -5	98	104	2	101	109	2	105
> COc1ccc(/C=N/NC(=O)CCn2cnc(-c3ccccc3)c2-c2ccccc2)cc1
    5	105	110	4	111	95	1	106
> COc1cccc2c(N/N=C/c3ccc(O)c(O)c3)cc(C)nc12
    3	96	97	-7	96	92	10	101
> O=C(NCc1ccccn1)C(=O)Nc1cccc2ccccc12
    11	83	91	11	87	107	-3	91
> COc1ccc(C(=O)NC(=S)N2CCOCC2)cc1OC
    -2	100	96	-9	96	89	3	96
> O=C1CCCC2=C1C(c1ccc(O)c(O)c1)Nc1ccc3ccccc3c12 (stereo unspecified)
    -23	82	98	-34	89	108	20	91
> O=S(=O)(c1ccccc1)N(CC(O)CN1CCCCC1)c1ccccc1 (stereo unspecified)
    -2	102	106	-1	101	117	5	121
> COCCNC(=O)c1ccc2c3n(nc2c1)-c1ccc(C)cc1CO3
    8	81	93	-1	101	112	-9	99
> COc1ccc(CN(C)C(C)C(=O)N(C)CC(=O)Nc2ccc(C)cc2)cc1F (stereo unspecified)
    2	95	101	2	101	108	3	115

Going on with the list.
Results follow in this order: proCasp3 act	CIT2-GFP yeast	AGP1 TOR yeast	proCasp7 act	RPL19A TOR yeast	LAP4 TOR yeast	AHR act	MEP2 TOR yeast
> CCCc1cc(C(=O)OC)c(NC(=O)CCCC(=O)O)s1
    0	121	126	5	118	119	0	113
> COc1cccc(NC(=O)[C@H](CC(C)C)NC(=O)N2CCn3c2nc2ccccc23)c1
    -3	104	106	3	105	98	6	105
> O=C(NCc1cccs1)c1ccc(S(=O)(=O)N2CCCCC2)cc1
    12	103	108	-4	98	105	0	107
> S=c1nc(-c2cc(Cl)ccc2Cl)[nH][nH]1
    -21	102	97	-34	84	134	0	91
> Cc1nn(CCC(=O)O)c(C)c1C
    -8	95	97	-3	93	97	0	98
> Nc1ccc(S(=O)(=O)c2cccc(N)c2)cc1
    1	106	101	3	96	97	1	102
> COc1ccccc1CN(Cc1cc2cc3c(cc2[nH]c1=O)OCCO3)Cc1nnnn1Cc1ccco1
    -12	92	94	-19	95	94	17	95
> CCOC(=O)/C(C#N)=C/Nc1cc(OC)ccc1OC
    95*	105	98	87*	102	100	10	108
> CC(C)Oc1ccc(C(=O)NCC(=O)OCC(=O)N(C)Cc2cccs2)cc1
    -4	100	107	1	101	107	-1	104
> Cc1cccnc1NC(=O)C(C)N1C(=O)c2ccccc2C1=O (stereo unspecified)
    6	?	20[may fluoresce violet]	5	52[may fluoresce violet]	101[may fluoresce violet]	66*	738*[may fluoresce violet]
> O=C(NCc1ccncc1)C1CCC(=O)N(CCc2ccc(Cl)cc2)C1 (stereo unspecified)
    7	94	98	2	100	89	0	85
> COc1ccc(/C=C/CN2CCN(CC(C)C)C(CCO)C2)cc1 (stereo unspecified)
    10	104	102	5	101	92	5	103
> O=C(c1ccccc1)c1cnc[nH]1
    -1	101[may fluoresce red]	?	-1	?	?	1	?
> Cc1cc(C)cc(NC(=O)Cn2nnc(C(=O)NCc3ccccc3Cl)c2N)c1
    10	107	102	-7	102	94	5	104
> COCC(=O)Nc1cccc(C(F)(F)F)c1
    2	nt	106	12	104	94	3	100
> CNC(=O)COC(=O)c1ccc(-c2nc3ccccc3s2)s1
    11	93	96	1	99	108	9	103
> COC(=O)c1ccccc1NC(=O)c1cc(C2CC2)on1
    14	91	89	11	95	101	7	101
> O=C1CC(c2cccs2)CC2=C1C(c1ccccc1)n1ncnc1N2 (stereo unspecified)
    3	100	97	6	96	105	-4	98
> O=C(Nc1ccc(-c2nc3ccccc3[nH]2)cc1)c1ccc2c(c1)OCO2
    7	97	97	3	97	102	17	101
> O=C(CCc1nc(-c2ccccc2F)no1)Nc1ccc(Oc2ccccc2)cc1
    0	103	97	-4	98	96	-8	100

Record cards, from the list above. Order of values: proCasp3 act | CIT2-GFP yeast | AGP1 TOR yeast | proCasp7 act | RPL19A TOR yeast | LAP4 TOR yeast | AHR act | MEP2 TOR yeast
Entry for COc1ccc(/C=C/CN2CCN(CC(C)C)C(CCO)C2)cc1 (stereo unspecified) = 10 | 104 | 102 | 5 | 101 | 92 | 5 | 103
Entry for Cc1cc(C)cc(NC(=O)Cn2nnc(C(=O)NCc3ccccc3Cl)c2N)c1 = 10 | 107 | 102 | -7 | 102 | 94 | 5 | 104

The results go on:
Results follow in this order: proCasp3 act	CIT2-GFP yeast	AGP1 TOR yeast	proCasp7 act	RPL19A TOR yeast	LAP4 TOR yeast	AHR act	MEP2 TOR yeast
> COC(=O)c1ccc(CSc2nnnn2Cc2ccccc2)cc1
    2	93	102	0	100	107	-1	104
> CN(C)S(=O)(=O)c1cccc(C(=O)OCC(=O)c2ccc3c(c2)NC(=O)CO3)c1
    -2	98	93	-10	96	97	-1	99
> Cc1cc(=O)oc2cc(OCC(=O)Nc3ccc4[nH]c(=O)[nH]c4c3)ccc12
    2	94	102	-1	101	111	-1	107
> CN1CCN(c2ccc([N+](=O)[O-])cc2C(=O)N2CCOCC2)CC1
    10	99	100	-7	99	103	1	104
> CC(=O)N(CC(=O)Nc1sc(C)c(C)c1C(N)=O)Cc1ccccc1
    2	88	96	2	97	100	5	98
> O=C(OCc1csc(-c2ccccc2)n1)C1=NN(c2ccccc2)C(=O)CC1
    12	88	95	-7	95	92	14	99
> Cc1ccccc1NC(=O)CN1C(=S)NC(C)(C)CC1C (stereo unspecified)
    -6	105	101	-10	102	98	-1	108
> CCOC(=O)c1cccc(C2=CC(=O)C[C@H](c3ccc(Cl)cc3)C2)c1
    -5	85	87	-2	91	95	0	88
> COc1ccc(OC)c(C(O)c2nc3ccccc3n2C(C)C)c1 (stereo unspecified)
    4	101	104	1	100	106	2	105
> Cc1ccc(C(=O)NC(C)c2ccccc2)cc1S(=O)(=O)N1CCOCC1 (stereo unspecified)
    2	98	99	8	98	100	-1	102
> CC1(C)Cc2cccc(OCC(=O)NCc3ccccc3F)c2O1
    2	105	103	5	98	101	1	107
> CCOc1ccc(Nc2cc(C)c3ccccc3n2)cc1
    1	100	96	-4	98	100	-2	102
> O=C(c1cccc(S(=O)(=O)N2CCCCC2)c1)N1CCN(c2ccccc2)CC1
    nt	120	103	nt	128	82	nt	108
> COc1cc(/C=N/O)c(Br)cc1OCC(=O)Nc1ccccc1C
    4	100	101	-9	101	115	2	112
> COC(=O)C1C(=O)C2=C(CC1C)Nc1ccccc1NC2c1ccc(C)s1 (stereo unspecified)
    0	100	95	-6	103	86	1	99
> CC(C)CCNC(=O)COC(=O)/C=C/c1ccc2ccccc2n1
    3	101	101	1	98	101	-1	99
> O=C(O)CCCC(=O)OCc1c(-c2ccccc2)ncc2ccccc12
    0	106	100	4	102	101	2	89
> CC(OC(=O)Cn1c(C(F)(F)F)nc2ccccc21)C(N)=O (stereo unspecified)
    1	106	101	-2	101	103	0	108
> Cc1c(C(=O)Nc2nc3ccccc3[nH]2)oc2ccccc12
    -6	91	99	-3	97	107	68*	100

Screens (PubChem)
